High-throughput results deposited in PubChem by National Center for Advancing Translational Sciences (NCATS).
ALDH1A1 inh: qHTS Assay for Inhibitors of Aldehyde Dehydrogenase 1 (ALDH1A1); Aldehyde dehydrogenase 1A1 (Homo sapiens), P00352; Purified ALDH1A1, NADH fluorescence, propionaldehyde substrate; Potency, µM (highest dose often 75.3 µM), inactives show top-dose activity, negative = inhibition, usual class: inhibitors; 220,000 compounds, 7.3% hits; active = well fitted inhibition curve with a large enough effect, not every such curve was filed as active; inconclusive = small, poorly fitted or top-dose-only effect, or another doubt; inactive = no such curve, though single readings can be large or run the other way;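 note: plate controls were no enzyme wells and a reference inhibitor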
KDM4E inh: qHTS Assay for Inhibitors of Human Jumonji Domain Containing 2E (JMJD2E) | Lysine-specific demethylase 4E (Homo sapiens), B2RXH2 | JMJD2E catalytic domain, FDH-coupled NADH fluorescence (FDH is formaldehyde dehydrogenase) | Potency, µM (titrated, usually from 57.1 µM), for inactives: at the top dose activity change, negative = inhibition, most hits filed as inhibitors | 230,000 compounds, 1.6% hits; active = well fitted inhibition curve with a large enough effect, not every such curve was filed as active; inconclusive = small, poorly fitted or top-dose-only effect, or another doubt; inactive = no such curve, though single readings can be large or run the other way;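 note: 0% = wells with enzyme and -100% = buffer wells without enzyme; nearly all actives have a fitted effect of over 50% in size; many of its hits are not listed in these tables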
Target sequence (B2RXH2 1-337 limits assumed): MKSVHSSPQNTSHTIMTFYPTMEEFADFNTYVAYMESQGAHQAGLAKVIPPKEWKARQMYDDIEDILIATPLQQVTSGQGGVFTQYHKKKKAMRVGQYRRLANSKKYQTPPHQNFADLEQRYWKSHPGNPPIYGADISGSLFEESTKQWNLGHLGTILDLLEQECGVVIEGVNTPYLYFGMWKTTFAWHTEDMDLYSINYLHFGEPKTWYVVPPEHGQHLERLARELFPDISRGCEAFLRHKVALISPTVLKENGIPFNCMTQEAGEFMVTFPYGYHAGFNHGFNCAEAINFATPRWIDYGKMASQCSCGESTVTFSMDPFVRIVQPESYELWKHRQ
GoLoco inh red: qHTS Assay for Inhibitors of RGS12 GoLoco Motif Activity (Red Fluorophore); 230,000 compounds, 0.44% hits; Guanine nucleotide-binding protein G(i) subunit alpha-1 (Homo sapiens), P63096; Gai1:RGS12 GoLoco peptide FP, rhodamine, 10 min; Potency, µM (highest dose often 61.6 µM), for the others: at the highest dose activity, negative = inhibition, hits mostly inhibitors; AID 880, 2007; active = well fitted inhibition curve with a large enough effect, not every such curve was filed as active; inactive = no such curve, though single readings can be large or run the other way; note: % is set by controls: 0 for no effect and ±100 for the full control effect; nearly all actives have a fitted effect of over 30% in size; many of its hits are not listed in these tables
Target sequence (P63096 whole entry, looked up): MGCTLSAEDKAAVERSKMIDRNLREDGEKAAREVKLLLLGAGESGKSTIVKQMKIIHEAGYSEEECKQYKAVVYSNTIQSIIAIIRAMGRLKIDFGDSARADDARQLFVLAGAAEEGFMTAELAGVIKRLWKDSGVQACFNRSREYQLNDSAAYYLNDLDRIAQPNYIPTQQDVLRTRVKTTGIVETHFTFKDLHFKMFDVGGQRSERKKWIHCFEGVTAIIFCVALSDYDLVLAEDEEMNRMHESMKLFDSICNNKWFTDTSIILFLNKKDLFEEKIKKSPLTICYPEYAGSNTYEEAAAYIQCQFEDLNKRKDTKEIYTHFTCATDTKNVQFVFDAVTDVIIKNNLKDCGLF
aGal spleen mod: qHTS Assay for Inhibitors and Activators of Human alpha-Galactosidase From Spleen Homogenate. human spleen homogenate, 4MU-alpha-Gal fluorescence, 40 min. AID 2107, 2009. 240,000 compounds, 0.008% hits. Potency, µM (titrated, usually from 80 µM), for the others: at the top dose activity change, negative = inhibition, usual class: inhibitors;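 note: 0% = enzyme with vehicle and -100% = no enzyme basal signal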
Target sequence (P06280 32-429 limits assumed): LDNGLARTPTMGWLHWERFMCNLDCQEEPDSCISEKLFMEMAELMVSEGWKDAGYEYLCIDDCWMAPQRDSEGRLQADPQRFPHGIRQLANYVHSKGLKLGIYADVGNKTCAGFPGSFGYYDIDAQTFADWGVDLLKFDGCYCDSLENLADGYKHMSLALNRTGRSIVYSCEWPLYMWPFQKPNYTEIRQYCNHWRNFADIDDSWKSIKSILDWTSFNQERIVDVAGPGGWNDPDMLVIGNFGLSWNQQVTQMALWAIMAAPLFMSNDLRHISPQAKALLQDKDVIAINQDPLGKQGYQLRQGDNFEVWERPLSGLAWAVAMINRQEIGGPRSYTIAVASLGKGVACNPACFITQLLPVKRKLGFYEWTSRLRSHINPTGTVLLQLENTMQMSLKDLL
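Spleen homogenate 1 ug + cpd (titration) + 4-MU-alpha-D-galactopyranoside 1 mM; 37C 40 min; 50 mM citrate/phosphate pH 5.0, 0.01% Tween-20; stop pH 10; fluorescence 365/440; AC50 via Hill.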
GAA inh: qHTS Assay for Inhibitors of Human alpha-Glucosidase as a Potential Chaperone Treatment of Pompe Disease. Lysosomal alpha-glucosidase (Homo sapiens), P10253. purified human GAA, 4-MU-alpha-glucoside fluorescence. Potency, µM (top dose mostly 76.9 µM), without a hit: at the highest dose activity change, negative = inhibition, most hits filed as inhibitors. 200,000 compounds, 0.005% hits. AID 1466, 2008;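 note: plate controls were uninhibited enzyme wells for no effect and no-enzyme background for full effect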
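Endpoint fluorogenic read: 20 min room-temperature reaction of 4 nM human alpha-glucosidase with 400 uM 4-methylumbelliferyl-alpha-D-pyranoside, pH 5.0, quenched with 1M NaOH/1M glycine pH 10. AC50 from Hill modeling.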
aGlu spleen mod: qHTS Assay for Inhibitors and Activators of Human alpha-Glucosidase From Spleen Homogenate; AID 2112, 2009; Lysosomal alpha-glucosidase (Homo sapiens), P10253; 240,000 compounds, 0.006% hits; Potency, µM (titrated, usually from 79.9 µM), without a hit: top-dose activity change, negative = inhibition, most hits filed as inhibitors; human spleen homogenate, 4-MU-alpha-glucoside fluorescence;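 note: 0% = enzyme with vehicle and -100% = no enzyme basal signal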
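Human spleen homogenate (1 ug) with 4-methylumbelliferyl-alpha-D-glucopyranoside (1 mM final) in 50 mM citrate/phosphate pH 5.0, 0.01% Tween-20; 40 min at 37 C. Stopped at pH 10; 4-MU fluorescence Ex 365/Em 440 nm; AC50 by Hill fit.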
GAA glycogen: qHTS Assay for Inhibitors and Activators of Human alpha-Glucosidase Cleavage of Glycogen. 300,000 compounds, 0.38% hits. Lysosomal alpha-glucosidase (Homo sapiens), P10253. AID 2100, 2009. Potency, µM (doses to about 76.4 µM), for the others: at the highest dose activity change, negative = inhibition, hits mostly inhibitors. recombinant GAA, glycogen substrate, Amplex Red glucose oxidase fluorescence;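 note: 0% = full enzyme reaction and -100% = no-enzyme basal signal; the screen sought inhibitors and activators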
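Natural-substrate format: glycogen cleavage by 4 nM human enzyme, glucose read by Amplex Red coupling (Ex 573, Em 610 nm). Normalized to enzyme and no-enzyme controls.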
SMN2 splice enh: qHTS Assay for Enhancers of SMN2 Splice Variant Expression. HEK293 SMN2-luciferase splicing reporter, luminescence, 30-36 h. Potency, µM (highest dose often 46.1 µM), for inactives: at the highest dose activity change, positive = activation, hits mostly activators. 210,000 compounds, 2.8% hits; note: % of control where 0% means no effect; nearly all actives have a fitted effect of over 55% in size
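HEK293 cells carry an SMN2 […]–luciferase reporter in which exon 7 inclusion puts luciferase in frame. Cells were plated 10-12 h before compound addition, then incubated 30-36 h at 37C. ONE-Glo luminescence was read; sodium butyrate at 4.5 mM final served as control.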
Numbers without * were called inactive; u = inconclusive; x = not tested or not shown; [ ] = another dose, or the depositor's remark. Unless noted, calls come from the whole dose curve; as a rule, active = well fitted curve in the direction sought with a large enough effect; inconclusive = small, poorly fitted or top-dose-only effect, or another doubt; inactive = no such curve, though single readings can be large; an effect the other way counts as inactive or inconclusive. Potency is the fitted concentration of half-maximal effect.

[1] CCCCN(CCO)CCCC
[2] O=C(Nc1ccc(Cl)cc1)N1CC=CCC1
[3] COc1ccc(CC(=O)OCC(=O)Nc2ccc(Cl)c(S(=O)(=O)N(C)C)c2)cc1
[4] COC(=O)c1ccc(C(=S)N2CCCCC2)cc1
[5] Cc1nn(-c2ccccc2)c(Cl)c1/C=N/Nc1nnc(C)c(=O)[nH]1
[6] C=CCNC(=O)c1ccccc1NC(=O)c1ccccc1SC
Compound	1	2	3	4	5	6
GAA glycogen	x	2%	-7%	-12%	7%	17%
ALDH1A1 inh	-14%	6%	u	-6%	u	u
KDM4E inh	x	3%	5%	10%	4%	-5%
GAA inh	x	-2%	-1%	0%	13%	12%
aGal spleen mod	12%	-9%	-18%	3%	1%	-3%
SMN2 splice enh	-3%	-10%	-6%	10%	x	-7%
GoLoco inh red	16µM*	4%	5%	-4%	-2%	-8%
aGlu spleen mod	0%	-7%	-15%	0%	3%	1%

[7] Cc1nc2c(Cl)c(C)nn2c2c1CCC2
[8] CC1(C)CC(NC(=O)c2sc3cc(Cl)ccc3c2Cl)CC(C)(C)N1
[9] Cn1sc(=O)c2cc(S(=O)(=O)NC3CC3)ccc21
[10] O=C(NC1=NCCS1)C12CC3CC(CC(C3)C1)C2
[11] COc1ccc(OCc2nnc3n2N=C(c2ccc(Br)cc2)CS3)cc1
[12] CCNC(=S)N/N=C(\C)c1cccc(C(F)(F)F)c1
Compound	7	8	9	10	11	12
GAA glycogen	-5%	-18%	-2%	18%	-7%	-14%
ALDH1A1 inh	-2%	-12%	0.5µM*	-2%	2%	-7%
KDM4E inh	5%	2%	u	0%	-4%	-2%
GAA inh	-5%	9%	-4%	0%	-6%[15.4 µM]	-8%
aGal spleen mod	0%	-23%	8%	2%	5%	0%
SMN2 splice enh	9%	-30%[inhibitor]	x	4%	-6%	4%
GoLoco inh red	8%	-6%	-25%	1%	4%	1%
aGlu spleen mod	-3%	-17%	3%	5%	5%	0%

[13] COCC(=O)N(Cc1ccco1)c1nnc(C2CCOC2)s1 (stereo not given)
[14] COc1ccccc1N(C)S(=O)(=O)c1ccc(C(=O)NCC(C)C)cc1
[15] O=C(CCN1C(=O)c2ccncc2C1=O)Nc1cc(F)ccc1F
[16] COc1ccc(CCNC(=O)C/C(C)=N/NC(=O)Cc2cccc3ccccc23)cc1OC
[17] O=C(CSc1oc(-c2cccs2)nc1S(=O)(=O)c1ccc(F)cc1)NCC1CCCO1 (stereo not given)
[18] CCCc1nc(SCC(=O)Nc2cc(C)on2)c2ccccc2n1
Compound	13	14	15	16	17	18
GAA glycogen	-6%	-4%	8%	-8%	5%	-5%
ALDH1A1 inh	2%	-1%	2%	x	u	-7%
KDM4E inh	3%	-2%	11%	4%	3%	-2%
GAA inh	-1%	-5%	3%	x	-2%[15.4 µM]	-11%
aGal spleen mod	-5%	3%	-3%	-8%	-6%	13%
SMN2 splice enh	-2%	-34%	-6%	x	-10%	-15%
GoLoco inh red	5%	15%	11%	0%	9%	7%
aGlu spleen mod	-4%	-6%	-1%	-3%	-3%	6%

[19] CC(C)n1c(=S)[nH]c2ccccc21
[20] CCCn1nc(NS(=O)(=O)c2ccccc2)c2cc3ccccc3nc21
[21] CC1(C)Cc2ccccc2C(=C(C#N)C#N)N1
[22] CCOC(=O)NC(CC(=O)O)c1ccc(OC)c(OC)c1 (stereo not given)
[23] COCCn1c(-c2ccco2)nc2nc3ccccc3nc21
[24] COc1ccc(C(=O)N2CCC3(CCCN(c4ncccn4)C3)CC2)cc1
Compound	19	20	21	22	23	24
GAA glycogen	10%	12%	1%	-1%	2%	x
ALDH1A1 inh	u	u	-9%	7%	u	-6%
KDM4E inh	-4%	0%	-3%	-4%	u	x
GAA inh	12%	-3%	u	-1%	u	x
aGal spleen mod	5%	-1%	-8%	-1%	u	7%
SMN2 splice enh	16%	-3%	5%[1.84 µM]	u	2%	-8%
GoLoco inh red	2%	-5%	-7%	-8%	16%	9%
aGlu spleen mod	-7%	0%	-1%	-7%	u	2%

Gathered by group: those above containing a furan ring, fused or not.
[13] COCC(=O)N(Cc1ccco1)c1nnc(C2CCOC2)s1 (stereo not given)
[23] COCCn1c(-c2ccco2)nc2nc3ccccc3nc21
Compound	13	23
GAA glycogen	-6%	2%
ALDH1A1 inh	2%	u
KDM4E inh	3%	u
GAA inh	-1%	u
aGal spleen mod	-5%	u
SMN2 splice enh	-2%	2%
GoLoco inh red	5%	16%
aGlu spleen mod	-4%	u

Additional entries follow.
[25] Cc1ccccc1OCc1nnc(SCC(=O)N2c3ccccc3Sc3ccc(Cl)cc32)o1
[26] O=C(CS(=O)(=O)Cc1ccccc1)Nc1ccc2c(c1)OCO2
[27] O=C(CC(Nc1cccc(Cl)c1Cl)C(=O)OCC(=O)c1cccs1)c1ccccc1 (stereo not given)
[28] N/C(CCS(=O)(=O)c1ccc(Cl)cc1)=N\OC(=O)c1ccccc1Cl
[29] CC1CCC(NC(=O)c2ccc3nc[nH]c3c2)CC1 (stereo not given)
[30] COC(=O)c1sccc1-n1cc(C#N)c(=O)n(C)c1=O
Compound	25	26	27	28	29	30
GAA glycogen	-5%	3%	-16%	2%	1%	-3%
ALDH1A1 inh	10µM*	-1%	u	u	-4%	4%
KDM4E inh	-1%	-8%	-6%	0%	5%	-15%
GAA inh	-6%	-1%	3%	5%	-1%	-9%
aGal spleen mod	4%	5%	7%	6%	-22%	4%
SMN2 splice enh	-10%	17%	-2%	x	8%	x
GoLoco inh red	3%	15%	18%	9%	-30%	6%
aGlu spleen mod	8%	-7%	1%	-4%	-14%	0%

[31] O=C(CCn1c(=S)[nH]c2ccccc2c1=O)NCC1CCCO1 (stereo not given)
[32] CCOC(=O)c1cc(CC)sc1NC(=O)c1ccc(N2CCOCC2)c([N+](=O)[O-])c1
[33] Cn1cc(CN2C[C@]3(C)C[C@H]2CC(C)(C)C3)c(-c2ccc3c(c2)OCCO3)n1
[34] CCCCNC(=O)[C@H](Cc1c[nH]c2ccccc12)NC(=O)c1ccccc1Cl
[35] COc1ccccc1OCc1nnc(SCC(=O)N2CCCCC2)n1-c1ccccc1
[36] COc1cc(-c2nnc(COC(=O)CSc3cc(C)c4ccccc4n3)o2)cc(OC)c1OC
Compound	31	32	33	34	35	36
GAA glycogen	0%	1%	4%	-7%	-18%	7%
ALDH1A1 inh	u	10%	-1%	-2%	u	u
KDM4E inh	9%	0%	2%	-6%	7%	-4%
GAA inh	-9%	-4%	x	-2%	-2%	-16%
aGal spleen mod	3%	9%	-7%	0%	8%	2%
SMN2 splice enh	-35%[inhibitor]	-25%	x	5%	-6%	43%
GoLoco inh red	1%	2%	7%	-16%	8%	58%[activator]
aGlu spleen mod	-4%	-7%	-2%	-10%	-4%	-17%

[37] COc1cc(NC(=O)c2cc3cccc(OC)c3o2)cc(C(=O)Nc2cccc(C(F)(F)F)c2)c1
[38] CCCCNC(=O)COC(=O)c1ccc(N(C)C)cc1
[39] CC1CCC(NC(=O)c2ccc(/C=C3\Oc4ccccc4N(C)C3=O)cc2)CC1 (stereo not given)
[40] CC(C)N=C(NS(=O)(=O)c1ccc(Br)cc1)c1ccc(Cl)cc1
[41] N#Cc1cc2c(nc1SCC(=O)Nc1nccs1)CCCCC2
[42] COc1ccccc1CC(=O)Nc1cc(Cl)ccc1O
Compound	37	38	39	40	41	42
GAA glycogen	-6%	-5%	-5%	18%	-2%	-9%
ALDH1A1 inh	x	-10%	2%	4%	u	-2%
KDM4E inh	u	0%	u	5%	u	-4%
GAA inh	x	6%	5%	10%	5%	u
aGal spleen mod	9%	u	8%	-4%	14%	3%
SMN2 splice enh	x	-15%	-6%	x	1µM*	3%
GoLoco inh red	16%	5%	-11%	9%	7%	-1%
aGlu spleen mod	1%	-23%	-10%	-12%	-6%	2%

[43] COc1ccc2cc(C(=O)COC(=O)COc3ccc4c(C)cc(=O)oc4c3)ccc2c1
[44] COc1ccc(CCNC(=O)CSc2nc3[nH]ncc3c(=O)n2-c2ccccc2Br)cc1OC
[45] CCOC(=O)c1c(-c2ccc(OC)cc2)csc1/N=C/C1C(=O)CCCC1=O
[46] O=C(CSc1nnc(CNc2cccc(Cl)c2)o1)OC1CCCCC1
[47] CCN(CC(=O)Nc1ccccc1OC)C(=O)Cn1cnc2ccccc2c1=O
[48] NC(=O)C1(N2CCCCC2)CCN(c2nc(-c3ccc(Br)cc3)cs2)CC1
[49] CCOC(=O)C1CCN(c2c(N3CCN(c4ccccc4OC)CC3)c(=O)c2=O)CC1
[50] CCCCC[C@H](O)/C=C/C=C\CCCCCCCCCC(=O)O
Compound	43	44	45	46	47	48	49	50
GAA glycogen	-5%	-1%	-18%	-11%	10%	7%	15%	x
ALDH1A1 inh	u	22µM*	5µM*	u	10%	9%	1%	12%
KDM4E inh	u	7%	-9%	-6%	-1%	5%	5%	9%
GAA inh	11%	u	-2%	u	1%	u	-10%	x
aGal spleen mod	5%	2%	-1%	5%	-11%	-4%	1%	-11%
SMN2 splice enh	-7%	-22%	-4%	-2%	-11%	-42%[inhibitor]	7%	-7%
GoLoco inh red	8%	-9%	27%	6%	4%	5%	3%	8%
aGlu spleen mod	-1%	-6%	2%	-21%	-1%	-2%	4%	1%

Not all compounds are listed (hit frequency here may not be typical).
